# HIV RNase H inh – inhibitors of HIV-1 reverse transcriptase RNase H; inhibition, % at 10 µM; RT-RNase H RNA/DNA duplex cleavage, fluorescence; actives 1.9% (n = 65,000); P04585; AID 565; in the data active means inhibition above about 50%
# RmlCD inh mix – inhibitors of RmlC and RmlD coupled enzymes; RmlC/RmlD coupled enzyme inhibition, 384-well mixture HTS; inhibition, % at 5.5 µM; actives 0.39% (n = 110,000); AID 1532; in the data active means inhibition above about 30%, passing the limit was not always enough; further: strong numbers were not always called active
# The depositor's hits bear a star; . = no result given. This is a subset. The share of hits here may be higher or lower than overall.
# Value order – HIV RNase H inh, RmlCD inh mix
O=S1(=O)CC(N2CCOCC2)c2ccccc21 (stereo not given)
    -4, -9
CN=Cc1nc(-c2ccccc2)oc1O
    ., 6
COc1cc(C(=O)NCC(c2cccnc2)N2CCN(C)CC2)cc(OC)c1OC (stereo not given)
    -1, -14
CCCCNC(=O)c1nnn(-c2ccccc2)c1N
    1, 9
N#Cc1cc2ccccc2nc1SCC(=O)Nc1ccccc1N1CCOCC1
    1, .
C=CCn1c(SCC(O)Cn2c3ccccc3c3ccccc32)nnc1-c1ccco1 (stereo not given)
    -5, -13
CCOC(=O)C1CCCN(CC(=O)Nc2c(C(=O)OC)[nH]c3ccccc23)C1 (stereo not given)
    -3, -19
O=C(NCC1CCCO1)c1ccccc1NC(=O)c1cccc2ccccc12 (stereo not given)
    ., 4
Cc1ccc(C(=O)c2ccccc2C(=O)O)s1
    ., 4
CN1CCC(OC(=O)c2ccc(Br)cc2)CC1
    ., -6
COc1ccc(S(=O)(=O)N2CCCN(S(=O)(=O)c3ccc(OC)cc3C)CC2)c(C)c1
    -4, -7
COc1cccc(-c2ncc3ccccn23)c1
    ., 11
NC(=O)C1CCN(C(=O)CSc2nc3ccccc3[nH]2)CC1
    ., -133
CC(C)CCOP(=O)(c1ccc(N(C)C)cc1)C(O)c1ccccn1 (stereo not given)
    -1, -31
O=C(COc1ccccc1)NCc1ccccc1
    ., 2
COCc1cc(=O)[nH]c2cc(NC(=O)C(F)(F)F)c(C)cc12
    ., 39*
O=C(CS(=O)(=O)Cc1ccccc1)Nc1nnc(C2CCCCC2)s1
    -7, 8
Cn1cnnc1SCc1ccc(F)c2ccccc12
    -44, -12
COC(=O)[C@H]1C[C@@H]1[C@H](NC(=O)c1cc(C)on1)c1ccccc1
    ., -14
Cc1cc(=O)[nH]c2c1c(C)nn2C1CCCC1
    -1, -1
CN1CCc2nc(NC(=O)c3cccc(S(=O)(=O)N4CCc5ccccc54)c3)sc2C1
    42, 3
O=S(=O)(c1ccc(S(=O)(=O)N(Cc2ccco2)Cc2ccccc2Cl)cc1)N1CCCC1
    30, 5
COc1ccc(CC(=O)NCc2nnc(SCC(=O)Nc3nccs3)n2-c2ccccc2)cc1
    -3, -3
COc1ccccc1N1CC(O)=C(c2nc3ccccc3c(=O)[nH]2)C1=N
    3, 23
CCOC(=O)c1nnn(-c2nonc2N)c1COc1ccc(F)cc1
    ., 8
O=C(Nc1cccc(F)c1)c1ccc(S(=O)(=O)NCC2CCCO2)cc1 (stereo not given)
    -1, 6
COC(=O)[C@@H](NC(=O)Nc1ccc(OC(F)(F)F)cc1)C(C)C
    18, -7
COc1ccc(Br)cc1/C=N/n1c(C)nnc1C
    -9, -13
Cc1ccc2c(c1)C(CCN)C(=O)N2Cc1ccccc1 (stereo not given)
    -8, -13
O=C1CCCC2=C1C(c1ccco1)Nc1ccc(C(=O)c3ccccc3)cc1N2 (stereo not given)
    1, 7
CCOC(=O)c1[nH]c2ccc(OC)cc2c1NC(=O)C(C)N1CCSCC1 (stereo not given)
    5, 7
CCCOc1ccccc1NC(=O)/C=C/C(N)=O
    ., 8
Cn1c(SCC(=O)Nc2cccc(Br)c2)nnc1-c1cc2ccccc2o1
    ., -4
Cc1nc2ccc(NC(=O)c3cccs3)cc2c(=O)n1Cc1ccc(Cl)cc1
    ., -19
Cc1cc(C)cc(Oc2ccccc2C=O)c1
    ., 24
O=C(O)CCCCCNC(=O)c1ccc(Br)cc1
    ., -9
O=C(O)c1ccc(CNCc2c(Cl)cccc2Cl)cc1
    ., 6
Cc1ccc(S(=O)(=O)NCc2nc3ccccc3c(=O)n2N)cc1
    -9, 7
COc1cccc2cc(C(=O)N3CCN(c4ccccn4)CC3)c(=O)oc12
    ., -61
Cc1nn2c(N3CCN(C(=O)c4ccco4)CC3)cc(C(C)(C)C)nc2c1-c1ccc(Cl)cc1
    ., -59
Cc1ccc(C)c(S(=O)(=O)NCCOc2nc(NC(C)C)nc(NC(C)C)n2)c1
    ., 7
Cn1c(=O)c2c(nc(NCCCO)n2Cc2cccc(Br)c2)n(C)c1=O
    0, 0
CC1(C)Cc2c(sc3nc(SCC(=O)O)[nH]c(=O)c23)CO1
    -3, -4
N#Cc1ccc(CSc2nnc(COc3ccccc3)n2-c2ccccc2)cc1
    ., 11
Nc1ccc(C(=O)N/N=C/c2ccccc2)cc1
    ., -7
CCOC(=O)c1cc(C)n(CCc2ccccc2)c1C
    -32, 2
COc1ccc(CCNC(=O)C(C)Sc2ccccc2)cc1OC (stereo not given)
    ., -4
COc1ccc(C)cc1NC(=O)C(=O)NCc1ccncc1
    ., -9
Cc1cc2oc(C(=O)NCc3ccc4c(c3)OCO4)c(C)c2cc1C
    -2, 21
COc1ccc(Nc2nc(Cl)nc(NCc3ccco3)n2)c(OC)c1
    ., -6
CS(=O)(=O)N1CCN(C(=O)CCC2CCCC2)CC1
    0, 9
O=C(NC1CCCCC1)N1CCN(C(c2ccccc2)c2ccccc2)CC1
    ., 6
Cc1ccc(C2NC(=S)NC(c3ccc(C)cc3)C23C(=O)NC(=O)NC3=O)cc1 (stereo not given)
    ., 5
CC(=O)c1cnc(Nc2nc(C)c3cc(C)c(C)cc3n2)nc1C
    ., -1
O=C(C1CCCCC1)N1CCN(S(=O)(=O)c2ccc(Cl)cc2)CC1
    -11, 13
O=c1[nH]c(NCCCO)nc2c1C1(CCCC1)Cc1ccccc1-2
    -40, 2
Cc1sc2ncnc(OCC(=O)NC(C)C)c2c1C
    ., -4
CC(=O)c1c(COC(=O)c2ccncc2)nc2ccccc2[n+]1[O-]
    15, -4
CC(CCc1ccccc1)NC(=O)c1ccccc1 (stereo not given)
    ., 1
CCOc1cc(NC(=O)c2ccccc2[N+](=O)[O-])c(OCC)cc1NC(=O)CC(C)C
    ., -12

# Continued:
# Value order – HIV RNase H inh, RmlCD inh mix
Cn1nc(-c2ccc(C(=O)O)cc2)c2ccccc2c1=O
    ., 1
COc1ccc2cnn(-c3ccc(C)cc3)c(=O)c2c1OC
    ., 11
COc1ccc(-n2c(SC)nc(O)c(Cc3ccccc3)c2=O)cc1
    ., -18
CCC(=O)/C=C1/Sc2ccccc2N1CC
    ., -9
Cc1cc(C)nc(SCCn2c(N(C)Cc3ccccc3)nc3c2c(=O)n(C)c(=O)n3C)n1
    ., 9
CC1(C)Cc2c(c(N3CCOCC3)nc3snc(N)c23)CO1
    9, -10
O=C(Nc1cccnc1)c1ccc(Cl)c(S(=O)(=O)N2CCCCCC2)c1
    -6, -15
Cc1ccc(Cn2c(CCNc3nc(-c4ccc(Cl)c([N+](=O)[O-])c4)cs3)nc3cc(Cl)c(Cl)cc32)cc1
    ., 6
CCCOC(=O)c1c(N)n(Cc2cccs2)c2nc3ccccc3nc12
    ., -68
CCOC(=O)c1c(C)[nH]c(C(=O)CSc2nnnn2-c2ccccc2)c1C
    8, -9
O=C(Nc1ccccc1)c1ccn[nH]1
    ., -9
CC(C(=O)N1CCCc2ccccc21)N1CCN(S(=O)(=O)c2ccccc2F)CC1 (stereo not given)
    ., -6
O=C(Nc1ccc2c(c1)OCO2)c1cccc(Cl)c1
    -8, -4
c1coc(CN(Cc2cccs2)Cc2nnnn2C2CCCCC2)c1
    9, .
Clc1ccc(-n2nnnc2-c2ccccc2)cc1Cl
    -35, -11
Cc1ccc(NS(=O)(=O)c2cccc(C(=O)n3ncc(C#N)c3N)c2)c(C)c1
    0, 8
COc1ccc(-c2nc(CN3CCC(C(=O)N4CCc5ccccc54)CC3)c(C)o2)cc1OC
    -16, 0
CN1C(=O)C(O)(CC(=O)c2ccncc2)c2ccccc21 (stereo not given)
    ., -9
C#CCNc1ccncc1S(=O)(=O)NC(=O)NC(C)C
    ., 7
COC(=O)C1=C(N)OC2=C(C(=O)CC(C)(C)C2)C1c1cccnc1 (stereo not given)
    -13, 8
CCn1c(SCC(=O)Nc2nc(C)cs2)nnc1-c1ccoc1C
    ., 10
NC(=O)C1CCN(C(=O)OCc2ccccc2)CC1
    ., -12
Cc1ccc(NC(=O)CNc2ccc(OC(C)C)cc2)c(C)c1
    ., -7
c1ccc(Cc2nnc3sc(-c4cccnc4)nn23)cc1
    3, -8
N/C(Cc1ccc(Cl)c(Cl)c1)=N\OC(=O)c1cccs1
    ., 12
Cc1ccc(Oc2cnc3ccccc3n2)cc1
    ., 8
CC(=O)Nc1ccc(OCC(O)CN2CCN(c3cccc(Cl)c3)CC2)cc1 (stereo not given)
    -8, 16
CCn1c(COc2ccccc2C)nnc1SCC(=O)O
    -7, 7
c1cnc2ccc(C(c3nnnn3C3CCCC3)N3CCN4CCCC4C3)cc2c1 (stereo not given)
    ., 6
CC(NC(=O)C1CCN(S(=O)(=O)N2CCCCCC2)CC1)c1ccccc1 (stereo not given)
    -1, 6

# Other structures.
Molecule | HIV RNase H inh | RmlCD inh mix
CC12CN3CC(C)(CN(C1)C3c1ccc3c(c1)OCO3)C2=O (stereo not given) | -9 | -3
COc1ccc2c(c1)N(C)C(=O)CC(c1ccccc1)=N2 | -5 | 6
Brc1ccc(N=C/C=C/C=C/Nc2ccc(Br)cc2)cc1 | . | 131
CCOc1ncccc1C(=O)OCC(=O)N1CCN(S(=O)(=O)c2ccc(Cl)cc2)CC1 | -20 | 7
COc1ccccc1NC(=O)c1csc2c1CCCC2 | . | -22
Nc1nc(SCc2nc3scc(-c4cccs4)c3c(=O)[nH]2)n[nH]1 | -19 | -74
CC1=CC(C)(C)Nc2ccccc21 | -14 | -4
CN(C)CCCN1C(=O)c2oc3ccc(F)cc3c(=O)c2C1c1cccnc1 (stereo not given) | 2 | 6
CC(=O)N1CCC(N(CCCOC(C)C)C(=O)Nc2ccc(C)c(C)c2)CC1 | . | 6
COc1ccc(/C=N/n2c(SC)nnc(C(C)(C)C)c2=O)cc1OC | . | -11
CC(C)NC(=O)CSc1nncn1-c1ccccc1 | -3 | 11
O=C(CN(Cc1cccs1)C(=O)CCC(=O)Nc1nccs1)NCc1ccccc1 | . | -9
Cc1cccc(NC(=O)Cn2c(=O)n(C)c3ccccc32)c1 | -4 | 6
Cc1occc1C(=O)N1CCN(C(=O)C2CCCO2)CC1 (stereo not given) | 1 | -7
CCc1nnc(NC(=O)CCC(=O)N2CCN(Cc3cc(Cl)ccc3OC)CC2)s1 | -36 | 2
O=S(=O)(NCCSc1nnc(-c2ccco2)n1-c1ccccc1)c1ccccc1 | -15 | -10
Cc1c(C(=O)OC(C)C)sc2nc[nH]c(=O)c12 | . | -5
Cc1ccc(C(=O)O/N=C(/c2nonc2N)N(C)C)cc1 | . | -6
COc1cccc(Cn2cccc(NC(=O)Nc3ccc(C#N)cc3)c2=O)c1 | . | 6
CCOC(=O)c1cc(CC)sc1NC(=O)c1cc(OC)c(OC)c(OC)c1 | . | 1

# Arranged by length of the SMILES (high to low): 3 of the compounds above.
Molecule | HIV RNase H inh | RmlCD inh mix
CC(=O)N1CCC(N(CCCOC(C)C)C(=O)Nc2ccc(C)c(C)c2)CC1 | . | 6
COc1cccc(Cn2cccc(NC(=O)Nc3ccc(C#N)cc3)c2=O)c1 | . | 6
Cc1cccc(NC(=O)Cn2c(=O)n(C)c3ccccc32)c1 | -4 | 6

# Going on with the list:
Molecule | HIV RNase H inh | RmlCD inh mix
COc1cc(CN2CCC(C(=O)N3CCN(c4ccccc4F)CC3)CC2)cc(OC)c1O | 0 | 2
CCOc1cc(C2C(C#N)=C(N)OC3CCCC(=O)C32)ccc1OCCN1CCOCC1 (stereo not given) | 0 | 8
COc1ccc(C)cc1S(=O)(=O)NCCc1ccccc1 | . | -8
NC1=NC(=O)CC(C(=O)NCc2ccccc2)S1 (stereo not given) | -6 | 4
Cc1ccccc1OCCNc1cc(N2CCCCC2)ccc1[N+](=O)[O-] | . | 14
CCN1CCN(Cc2ccc(NC(=O)c3ccc(C)c(NC(=O)C4=NN(c5ccccc5)C(=O)C4)c3)cc2C(F)(F)F)CC1 | . | -1
Cc1cc(OC(=O)c2c(Cl)cc(Cl)cc2Cl)nc(C)n1 | . | -14
O=c1[nH]c2ccc(Cl)cc2c(-c2ccccc2)c1N1CCN(c2ccccn2)CC1 | 34 | -18
O=C(Nc1ccc2nc(-c3ccco3)c(-c3ccco3)nc2c1)N1CCCCCC1 | 97* | 3
CCN1CCCC1CNC(=O)C1c2cc(OC)c(OC)cc2C(=O)N(C)C1c1cccnc1 (stereo not given) | -13 | -9
COc1ccc2c(c1)c(C(O)CN1CCC3(CC1)OCCO3)c(C)n2C (stereo not given) | -2 | .
CCn1c(CNC(=O)Cc2ccc(OC)cc2)nnc1SCC(=O)NC1CCCCC1 | . | -1
COc1ccc(CNC(=O)CCCOc2cc(=O)n(C)c3ccccc23)cc1 | . | -13
CC(=O)c1c(C(C)=O)c(C)n(-c2ccc(C)c(NC(=O)c3ccccc3Cl)c2)c1C | . | -12
Cc1c(C(=O)OCC2CCCO2)[nH]c2c1C(=O)CC(c1ccco1)C2 (stereo not given) | -13 | -15
O=C(CCn1c(=O)[nH]c2ccsc2c1=O)NCCc1ccc(Cl)cc1 | . | 1
O=C(CCSc1nnc(-c2ccncc2)o1)Nc1cccc2ccccc12 | . | 2
CCC(C)[C@@H](C(=O)N1CCNCC1)n1cc(CCCN=C(N)N)nn1 (stereo not given in full) | . | -14
CCOc1ccccc1N(CC(=O)Nc1cc(OC)ccc1OC)S(C)(=O)=O | . | -14
CCCN=Cc1sc2ccc(OCC)cc2c1O | 11 | -14
CCCOc1ccc(NCC(=O)Nc2ccc(C)cc2C)cc1 | . | -10
O=S(=O)(c1cccc(S(=O)(=O)N2CCOCC2)c1)N1CCCCC1 | . | 7

# By substructure, the compounds so far with bromine
Molecule | HIV RNase H inh | RmlCD inh mix
CN1CCC(OC(=O)c2ccc(Br)cc2)CC1 | . | -6
COc1ccc(Br)cc1/C=N/n1c(C)nnc1C | -9 | -13
Cn1c(SCC(=O)Nc2cccc(Br)c2)nnc1-c1cc2ccccc2o1 | . | -4
O=C(O)CCCCCNC(=O)c1ccc(Br)cc1 | . | -9
Cn1c(=O)c2c(nc(NCCCO)n2Cc2cccc(Br)c2)n(C)c1=O | 0 | 0
Brc1ccc(N=C/C=C/C=C/Nc2ccc(Br)cc2)cc1 | . | 131

# Source: PubChem BioAssay (several laboratories)
